PLCb3 inh: human PLC-beta3 inhibitors, primary screen, biochemical, fluorescence. 1-phosphatidylinositol 4,5-bisphosphate phosphodiesterase beta-3 (Homo sapiens), Q01970. Purified PLC-beta3, fluorogenic substrate. inhibition, % at 12.2 µM. hit rate 0.18% among 370,000. AID 720704, 2013; in the data active = inhibition above about 11%;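 note: 0% = median of compound wells on plate and 100% = full blocker control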
ADAM10 inh: human ADAM10 inhibitors, primary screen, biochemical, QFRET, HTS; Disintegrin and metalloproteinase domain-containing protein 10 (Homo sapiens), O14672; recombinant ADAM10, EDANS/DABCYL FRET peptide cleavage, 3 h; inhibition, % at 7 µM; hit rate 0.62% among 370,000; AID 720582, 2013;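 active = inhibition above a per-campaign cutoff equal to the mean of compounds falling between control-based bounds plus 3 SD, cut at about 20% in these data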;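 note: 0% = DMSO wells while the 100% control is not disclosed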
ARFGAP1 inh: inhibitors of rat ARFGAP1 GAP activity, primary screen, biochemical, fluorescence polarization, GDP tracer. ADP-ribosylation factor GTPase-activating protein 1 (Rattus norvegicus), Q62848. Arfgap1-stimulated ARF1 GTP hydrolysis, GDP FP detection. inhibition, % at 16.5 µM. hit rate 0.26% among 360,000;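 active = inhibition above a per-plate limit, mean inhibition of low control wells plus 3 SD, cut at about 25% in these data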;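 note: 0% = DMSO wells with enzyme and 100% = wells lacking Arfgap1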
Target sequence (Q62848 1-136 limits assumed): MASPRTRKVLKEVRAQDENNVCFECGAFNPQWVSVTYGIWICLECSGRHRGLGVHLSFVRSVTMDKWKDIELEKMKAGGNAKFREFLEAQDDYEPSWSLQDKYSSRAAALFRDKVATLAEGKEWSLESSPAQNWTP
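Assay system: purified rat His6-Arfgap1 residues 1-136 (GAP domain); Reagent: human Δ17 ARF1 bound to GTP; Dosing: 16.5 µM single point, 1.26% DMSO; Times: GTP hydrolysis reaction 2 h at 25 °C; Signal: FP, GDP Alexa 633 tracer displaced from anti-GDP antibody, 620/688 nm; Measure: % inhibition from polarization.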
PLCg1 inh: PLC-gamma1 enzyme inhibitors, primary screen, biochemical, fluorescence, purified enzyme; 1-phosphatidylinositol 4,5-bisphosphate phosphodiesterase gamma-1 (Homo sapiens), P19174; hit rate 0.84% among 370,000; inhibition, % at 12.2 µM; fluorogenic substrate; AID 720700, 2013; in the data active = inhibition above about 9.5%
ASAP1 GAP inh: inhibitors of human ASAP1 ArfGAP activity, primary screen, biochemical, fluorescence polarization. ASAP1-stimulated ARF1 GTP hydrolysis, GDP FP detection. inhibition, % at 16.5 µM. Arf-GAP with SH3 domain, ANK repeat and PH domain-containing protein 1 (Homo sapiens), …. hit rate 0.19% among 360,000; in the data active = inhibition above about 25%;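 note: 0% = vehicle with enzyme and substrate and 100% = no enzyme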
SIAE primary: human SIAE inhibitors, primary screen, biochemical, fluorescence polarization, FP-Rh probe, 1536-well HTS; hit rate 0.69% among 370,000; SIAE FP-Rh probe binding; inhibition, % at 9.66 µM;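 active = inhibition above a cutoff: mean of compounds within the control limits plus 3 SD of those, cut at about 17% in these data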;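 note: 0% = plate median of compound wells and 100% = probe without SIAE protein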
TDP2 absorb: human TDP2 enzyme inhibitors, primary screen, biochemical, epi absorbance, recombinant enzyme; Tyrosyl-DNA phosphodiesterase 2 (Homo sapiens), O95551; T5PNP hydrolysis, p-nitrophenol absorbance 415 nm; inhibition, % at 12.8 µM; hit rate 0.34% among 370,000;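 active = inhibition above the mean of all tested compounds plus 3 SD, set per campaign, cut at about 25% in these data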;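 note: 0% = DMSO with enzyme and 100% = buffer with substrate but no TDP2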
Target sequence (O95551 whole entry, looked up): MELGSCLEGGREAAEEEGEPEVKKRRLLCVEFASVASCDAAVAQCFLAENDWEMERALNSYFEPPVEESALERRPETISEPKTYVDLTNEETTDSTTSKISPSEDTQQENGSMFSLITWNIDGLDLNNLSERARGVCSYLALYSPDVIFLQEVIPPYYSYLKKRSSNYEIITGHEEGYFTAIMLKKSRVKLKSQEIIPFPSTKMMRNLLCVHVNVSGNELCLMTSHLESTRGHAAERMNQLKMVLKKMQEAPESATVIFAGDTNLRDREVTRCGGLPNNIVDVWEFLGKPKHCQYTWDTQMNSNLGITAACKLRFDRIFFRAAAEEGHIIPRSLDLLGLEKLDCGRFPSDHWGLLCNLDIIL
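Assay system: recombinant human TDP2 / Reagent: T5PNP substrate at 5 mM, a TopII-DNA adduct mimic / Measured by: epi absorbance from released p-nitrophenol / Evaluation: % inhibition relative to enzyme-containing and enzyme-free wells / Control set: enzyme-free and DMSO wells / Replicates: each compound tested once, singlicate / Schedule: enzyme reaction with compound for 2 h at 37 °C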
ADAM17 inh: ADAM17 inhibitors, primary screen, biochemical, QFRET | hit rate 0.83% among 370,000 | inhibition, % at 6.95 µM | Disintegrin and metalloproteinase domain-containing protein 17 (Homo sapiens), P78536 | recombinant ADAM17, EDANS/DABCYL FRET peptide cleavage;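 active = inhibition above the mean of compounds lying between control limits plus 3 SD, set per campaign, cut at about 8.5% in these data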;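 note: 0% = DMSO-only wells as the low control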
Target sequence (P78536 215-824 limits assumed): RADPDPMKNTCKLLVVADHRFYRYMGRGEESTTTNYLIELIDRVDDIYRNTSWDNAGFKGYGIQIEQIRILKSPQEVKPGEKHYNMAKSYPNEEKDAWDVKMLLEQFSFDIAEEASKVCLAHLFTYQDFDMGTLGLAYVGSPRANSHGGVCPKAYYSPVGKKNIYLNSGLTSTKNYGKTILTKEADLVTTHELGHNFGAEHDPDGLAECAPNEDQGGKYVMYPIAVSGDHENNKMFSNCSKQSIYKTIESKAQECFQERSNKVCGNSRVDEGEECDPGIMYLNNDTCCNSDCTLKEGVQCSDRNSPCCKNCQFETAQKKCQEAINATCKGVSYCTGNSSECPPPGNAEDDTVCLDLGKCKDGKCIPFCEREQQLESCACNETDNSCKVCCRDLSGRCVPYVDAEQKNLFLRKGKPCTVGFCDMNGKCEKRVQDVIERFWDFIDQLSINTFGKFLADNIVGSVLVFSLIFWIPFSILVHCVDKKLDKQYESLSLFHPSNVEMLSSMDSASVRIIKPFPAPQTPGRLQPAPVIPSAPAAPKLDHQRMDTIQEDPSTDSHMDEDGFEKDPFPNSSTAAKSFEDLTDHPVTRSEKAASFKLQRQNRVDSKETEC
DDE Tn6 FP inh: inhibitors of Tn6 peptide binding to fibrin DD(E), primary screen, biochemical, fluorescence polarization, human fibrin, Tn6 probe; inhibition, % at 8.3 µM; Fibrin DD(E) TRITC-Tn6 fluorescence polarization displacement; hit rate 0.21% among 370,000;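 active = inhibition above a per-campaign cutoff: mean of compounds within control limits plus 3 SD, cut at about 15% in these data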;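 note: 0% = median of all compound wells on the plate and 100% = blocking peptide control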
Tn7 DDE FP: inhibitors of Tn7 peptide binding to fibrin DD(E), primary screen, biochemical, fluorescence polarization, human fibrin, Tn7 probe | FP displacement of FITC-Tn7 peptide from fibrin DD(E); 0% = median of compound wells per plate | Fibrinogen beta chain (Homo sapiens), P02675 | hit rate 0.13% among 370,000 | inhibition, % at 8.3 µM;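 active = inhibition above the mean of compounds falling within the control limits plus 3 SD of them, cut at about 14% in these data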;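 note: 0% = plate median of compound wells and 100% = 10 µM Aha-Tn7 peptide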
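system = human fibrin DD(E) protein | quantity = DD(E) 2 µM final | medium = Tris/NaCl/CaCl2 buffer, pH 7.8 | also added = labelled Tn7 tracer, 0.1 µM | compound dosing = single point at 8.3 µM | timing = compound with protein 10 min, then 3 h after probe, room temperature | signal = FP measurement | benchmarks = Aha-Tn7 high control | repeats = one replicate per compound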
Starred values were filed as active, the others as inactive; i = inactive; x = no result given.

SMILES	PLCb3 inh	ADAM10 inh	ARFGAP1 inh	PLCg1 inh	ASAP1 GAP inh	SIAE primary	TDP2 absorb	ADAM17 inh	DDE Tn6 FP inh	Tn7 DDE FP
Cc1ccc(C(C)C)c(OCc2n[nH]c(=S)o2)c1	-3	1	1	0	1	3	4	3	0	8
Cc1csc(NC(=O)CSc2nccn2C)n1	-8	-2	13	0	0	2	-2	-2	10	-3
COc1ccc(C(C)C)cc1S(=O)(=O)NCc1ccccn1	4	6	5	0	14	6	-3	-1	5	-2
CCOC(=O)CSc1nnc(CNC(=O)c2cccs2)n1Cc1ccccc1	4	0	8	0	-6	-3	-5	-4	-5	1
O=C(C[C@H]1C[C@H](C(=O)N2CCOCC2)[C@@]2(CCC3CCCC3)c3[nH]c4cc(-c5ccco5)ccc4c3CCN2C1=O)NCC12CC3CC(CC(C3)C1)C2	-106	-101	9	-83	7	-7	3	-32	-6	7
CC(=O)NC(=S)Nc1sc2c(c1C#N)CCCCC2	1	-9	5	0	-9	2	2	0	8	6
CCOc1ccc(C2C(C(=O)c3cccs3)=C(O)C(=O)N2Cc2cccnc2)cc1OC (stereo not drawn)	1	4	15	5	7	-1	-9	5	2	-10
Cc1[nH]c2c(C)cccc2c1CC(=O)O	-133	-6	6	-116	-3	2	-4	-4	-3	-2
C=CCNC(=O)COc1ccc(S(=O)(=O)Nc2ccc(OCC)cc2)cc1	-1	-10	4	-1	-2	-6	5	-4	1	5
CCOC(=O)c1nn(-c2ccccc2C)c(=O)c(C#N)c1C	-23	-7	-6	-16	-9	1	11	-6	7	7
CCOC(=O)C(=NC(C)CC)NNc1ccc(Br)cc1 (stereo not drawn)	-28	-11	1	-27	10	7	-2	-4	-5	1
O=C(N/N=C/c1ccncc1)C1CC1(c1ccccc1)c1ccccc1 (stereo not drawn)	-5	13	11	4	6	3	-12	3	-2	-9
Cc1ccc(NC(=O)CCC(=O)NNS(=O)(=O)c2ccccc2)c(C)c1	0	-2	11	-2	22	0	-4	-2	1	-10
Cc1ccc([N+](=O)[O-])cc1N=C(c1cccc(Br)c1)N1CCOCC1	-4	1	6	-1	8	-10	-1	4	-6	2
COc1cc(/C=C/c2ccc3cccc(O)c3n2)c(Br)cc1O	i	-2	14	-465	5	15	-22	-1	4	-3
COc1ccccc1CNS(=O)(=O)c1c(C)[nH]c(C)c1C(=O)N1CCCCC1	-7	2	6	1	7	3	4	4	-10	-6
O=C(CCc1ccccc1)N[C@H]1[C@H](OC(=O)c2cnccn2)CCC[C@@]12C(=O)N(Cc1ccccc1)c1ccccc12	3	8	x	2	x	4	6	1	-2	-1
C=C(C)C(=O)Nc1nnc(-c2cccs2)s1	-1	-2	1	1	14	9	1	-3	-11	6
CCc1nc2ccc(C(=O)NCc3ccc(OC)cc3)cn2c1N(CC)CCN(C)C	-2	-10	-3	1	1	2	-1	-3	0	-2
CC(=O)N1c2ccc(S(=O)(=O)NCCC(=O)Nc3ccc(F)cc3C)cc2CC1C (stereo not drawn)	-5	-3	-2	-1	-13	0	0	1	3	4
O=C(Nc1cccs1)Nc1ccccc1Br	-5	-5	-3	-6	16	2	5	-3	0	4
O=C(/C=C/[C@H]1O[C@@H](n2ccc(=O)[nH]c2=O)[C@H](O)[C@@H]1O)NCc1cccnc1	3	-3	-5	-1	5	-4	4	-5	-7	1
CCCOc1ccc(-c2c(C(=O)N/N=C/C3CC=CCC3)nnn2-c2nonc2N)cc1 (stereo not drawn)	-7	6	-4	1	1	-4	9	5	-6	6
COc1ccc(C(=O)NCc2nnc(SCC(=O)Nc3cccc(F)c3)o2)cc1	2	-8	2	3	17	-1	-7	-5	-3	1
Cc1cccc(NC(=O)c2cnc3sccn3c2=O)n1	-2	-3	-5	-1	1	-7	3	0	-8	5
CCc1nn(-c2ccccc2)c(N)c1-c1ccc(OC)c(OC)c1	2	7	-11	-2	-6	2	0	-5	0	2
c1ccc2c(Nc3nnc(-c4ccncc4)s3)cccc2c1	-64	1	-2	-38	5	1	4	-4	-1	-3
CCn1c(SCC(=O)O)nnc1C1CCCCC1	-4	-4	0	-3	-3	1	9	-3	8	0
C[C@H]1CN([C@@H](C)CO)C(=O)c2cc(Br)cnc2O[C@@H]1CN(C)S(C)(=O)=O	-50	-2	3	2	-13	5	3	0	1	2
COC(=O)c1c(CSc2ccc(Cl)cc2)noc1C(=O)NCc1ccco1	0	14	-9	0	-12	-6	4	4	3	-4

Some of these compounds in order of number of heavy atoms, lowest first:
SMILES	PLCb3 inh	ADAM10 inh	ARFGAP1 inh	PLCg1 inh	ASAP1 GAP inh	SIAE primary	TDP2 absorb	ADAM17 inh	DDE Tn6 FP inh	Tn7 DDE FP
CCc1nn(-c2ccccc2)c(N)c1-c1ccc(OC)c(OC)c1	2	7	-11	-2	-6	2	0	-5	0	2
CCc1nc2ccc(C(=O)NCc3ccc(OC)cc3)cn2c1N(CC)CCN(C)C	-2	-10	-3	1	1	2	-1	-3	0	-2
CCCOc1ccc(-c2c(C(=O)N/N=C/C3CC=CCC3)nnn2-c2nonc2N)cc1 (stereo not drawn)	-7	6	-4	1	1	-4	9	5	-6	6

Continued:
SMILES	PLCb3 inh	ADAM10 inh	ARFGAP1 inh	PLCg1 inh	ASAP1 GAP inh	SIAE primary	TDP2 absorb	ADAM17 inh	DDE Tn6 FP inh	Tn7 DDE FP
Cc1c(NC(=O)CCCN2C(=O)c3cccc4cccc(c34)C2=O)c(=O)n(-c2ccccc2)n1C	-11	-71	9	-6	-1	12	2	-26	7	8
COc1cccc(-c2c(C(=O)N/N=C/c3ccco3)nnn2-c2nonc2N)c1	-11	-6	-5	-4	2	3	-14	2	2	-1
CCc1ccccc1NC(=O)CN(C)C(=O)CSc1nn(-c2ccc(F)cc2)c(=S)s1	1	4	3	4	4	18*	-1	2	6	7
CCOc1ccccc1NC(=O)CSc1nc(=O)n(CCCN2CCOCC2)c2c1CCC2	-2	-15	4	1	9	-1	-13	-5	5	-2
COc1ccc(OC)c(NC(=O)C2(C)CCN2C(=O)Cc2ccc(Cl)cc2Cl)c1 (stereo not drawn)	4	4	17	5	-5	3	-2	4	-2	-7
Cc1ccc(S(=O)(=O)N2C[C@H]3N(C(=O)OC(C)C)N(C(=O)OC(C)C)C[C@H](OC(=O)NCc4ccccc4)[C@@]3(O)C2)cc1	2	1	8	2	1	0	2	7	1	3
CC1=C(C(=O)OCc2ccccc2)C(c2ccsc2)NC(=O)N1C (stereo not drawn)	0	6	2	9	-10	-2	-9	4	-2	-5
Cc1ccccc1NC(=O)c1cccc(S(=O)(=O)N2CCOCC2)c1	-7	5	12	0	-10	5	0	-2	-3	3
C=C(C)C1CC=C(C)/C(=N\NC(=O)CNc2cccc3ccccc23)C1 (stereo not drawn)	-95	-353	15	-88	-3	14	0	-116	-1	-4
CCc1noc(C)c1C(=O)OC(C)C(=O)c1c(C)[nH]c2ccccc12 (stereo not drawn)	1	0	-2	2	-6	-2	-2	3	3	2
Cc1ccc(C(=O)NC(=S)Nc2ccc(NC(=O)c3cccc(Cl)c3)cc2)cc1	9	6	2	4	0	5	-24	5	6	-10
CCC(=O)Nc1cc(C(F)(F)F)ccc1N1CCOCC1	-3	2	-4	-3	0	-2	-3	-4	11	4
N#Cc1ccc(C(=O)Nc2cc(S(=O)(=O)N3CCOCC3)ccc2N2CCOCC2)cc1	0	1	22	0	0	8	1	-1	-1	1
CCC(C)N=Cc1c(Nc2ccccc2)nc2c(C)cccn2c1=O (stereo not drawn)	-5	2	9	2	11	1	4	-1	-4	-11
Oc1ccc(-c2n[nH]c(=S)n2-c2ccc3c(c2)OCCO3)cc1	1	-1	2	-2	-15	1	-4	-3	6	9
O=C(Nc1cccc(O)c1)N1CCOCC1	0	1	6	-3	-4	1	-11	1	-3	-6
Cc1ccc(-c2noc(CCCC(=O)N3CCOCC3)n2)cc1	0	4	-1	1	-13	-2	6	0	0	-2
COCCn1c(=NC(=O)/C=C/c2cccs2)sc2cc(NC(C)=O)ccc21	i	-126	10	-421	-7	-20	-3	-41	3	4
CCCn1c2c(c(O)c(C(=O)Nc3ncccc3O)c1=O)CCCC2	-7	-16	9	-8	-1	1	-2	-4	9	8
O=C(/C=C/c1ccco1)N1CCN(S(=O)(=O)/C=C/c2ccccc2)CC1	-5	-6	5	2	8	2	-1	2	3	-10
O=C(NCc1ccco1)c1ccc(COCC(F)(F)F)cc1	5	-2	-3	3	7	3	-9	-1	-1	0
O=C(Nc1ccc2c(c1)C(=O)OC2)c1ccccc1Cl	-6	-3	6	-2	19	-4	17	-4	-2	8
Cc1cccc(Cn2c(CN3CCN(Cc4ccccc4)CC3)nc3c2c(=O)[nH]c(=O)n3C)c1	-1	-10	-2	-1	-4	4	-3	0	-1	-3
CCOc1cccc2sc(N(CCN(C)C)C(=O)c3cc4ccccc4cc3OC)nc12	-5	2	7	4	-2	4	11	-3	-5	-1
Cc1ccc(NS(=O)(=O)c2ccc3c(c2)oc(=O)n3C)cc1	2	4	20	3	-11	10	0	2	5	-9
Cc1cc(SCC(=O)N(C)c2c(N)n(Cc3ccccc3)c(=O)[nH]c2=O)nc2ccccc12	-9	0	-12	-3	-17	15	-2	-3	-1	4
O=C(COC(=O)CSCC(=O)N1CCCCC1)NCc1ccc(F)cc1	-1	4	-3	-6	-3	-2	-1	-6	-3	6
CC(C)CC1C(=O)N(Cc2cn(CCC3OCCCO3)nn2)CCS(=O)(=O)N1Cc1ccc(-c2ccc(Cl)c(Cl)c2)cc1 (stereo not drawn)	3	0	18	1	1	-11	-12	3	3	3
C=CCN(CC=C)Cc1cc(=O)oc2cc(OC)ccc12	-83	-301	2	-56	5	9	-4	-77	2	1
Cc1ccccc1C(=O)Nc1ccc2nc3n(c(=O)c2c1)CCCC3	-6	-10	-5	-3	-6	-2	0	-6	10	-3
O=C(NCc1ccccc1)C(c1ccc(C(F)(F)F)cc1)n1c(=O)c(-c2cc3ccccc3[nH]2)nc2ccccc21 (stereo not drawn)	i	-266	16	i	10	-32	-3	-81	-4	3
